Source: PubChem
Diaph act CS – diaphorase activation or chemical reduction counter-screen; Diaphorase/resazurin coupled assay, resorufin fluorescence, 16 min; hits give high values; 1 = vehicle wells, 0 = NADH-free wells; activation factor at 20 µM; AID 1229; actives 0.005% (n = 190,000);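 active means diaphorase activity raised at least twofold by the compound at 20 µM; inactive means activation factor below 2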
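Assay system: bacterial diaphorase enzyme (C. kluyveri) / Input: enzyme 0.07 U/mL final / Medium: 50 mM HEPES pH 7.4 with 4.542 mM MgCl2, 0.005% Tween 20 / Doses: single compound dose of 20 µM, 1% DMSO final / Incubation: 16 min enzyme reaction, ambient temperature / Signal: fluorescence, excitation 544 nm and emission 590 nm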
bIAP activator – increases bovine intestinal alkaline phosphatase activity | purified bovine IAP, CDP-star luminescence, 30 min; hits give high values; fold of DMSO-control signal, blank-subtracted | activation factor at 20 µM | actives 0.17% (n = 200,000);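 active means activation factor of 2 or more at 20 µM, a signal rise over negative controls twice the positive control's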
Diaph inh CS – counter-screen for diaphorase-based assays: diaphorase inhibitors and chemical oxidizers. diaphorase resazurin-to-resorufin fluorescence, NADH, 16 min; bacterial (C. kluyveri) enzyme, not human. inhibition, % at 20 µM. actives 0.69% (n = 190,000);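 active means primary screen inhibition at 20 µM above a set limit, cut at about 50% in these data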;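 further: plate controls were DMSO with full reaction for no effect and wells lacking NADH for full effect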
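controls = No-NADH positive control and DMSO neutral control | system = Clostridium kluyveri diaphorase enzyme | timing = reaction incubation of 16 min at room temperature | signal = resorufin fluorescence 544/590 nm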
TNAP inh noacc – inhibitors of human TNAP without phosphate acceptor. P05186. purified TNAP, CDP-star luminescence, 30 min. inhibition, % at 20 µM. actives 0.26% (n = 200,000);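 active means tissue-nonspecific alkaline phosphatase inhibition above about 50% at 20 µM in the single-dose screen, limit read from the data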;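 further: 0% = DMSO negative control and 100% = EDTA positive control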
Target sequence (P05186 whole entry, looked up): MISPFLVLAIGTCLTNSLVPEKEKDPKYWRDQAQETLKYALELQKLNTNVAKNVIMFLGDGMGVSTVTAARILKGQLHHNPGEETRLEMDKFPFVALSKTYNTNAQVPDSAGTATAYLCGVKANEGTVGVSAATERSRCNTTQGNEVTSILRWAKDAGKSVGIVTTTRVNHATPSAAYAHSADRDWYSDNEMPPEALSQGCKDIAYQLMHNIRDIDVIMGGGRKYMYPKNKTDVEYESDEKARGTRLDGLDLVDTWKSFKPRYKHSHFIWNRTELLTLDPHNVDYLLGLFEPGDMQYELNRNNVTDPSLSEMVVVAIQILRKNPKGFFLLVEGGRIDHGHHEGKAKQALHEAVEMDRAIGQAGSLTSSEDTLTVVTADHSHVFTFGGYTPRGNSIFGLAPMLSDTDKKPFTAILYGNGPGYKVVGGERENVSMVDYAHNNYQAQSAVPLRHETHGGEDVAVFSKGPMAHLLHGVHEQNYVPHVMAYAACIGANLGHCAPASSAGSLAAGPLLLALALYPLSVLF
PMI act hi M6P – activators of human phosphomannose isomerase at near-saturating mannose 6-phosphate; activation factor at 20 µM; actives 0.34% (n = 190,000); coupled PMI enzyme assay, resazurin fluorescence, 20 min; hits give high values; 1 = untreated enzyme, 0 = substrate-free blank; P34949; AID 1216;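 active means activation factor of 2 or more at 20 µM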
Target sequence (P34949 whole entry, looked up): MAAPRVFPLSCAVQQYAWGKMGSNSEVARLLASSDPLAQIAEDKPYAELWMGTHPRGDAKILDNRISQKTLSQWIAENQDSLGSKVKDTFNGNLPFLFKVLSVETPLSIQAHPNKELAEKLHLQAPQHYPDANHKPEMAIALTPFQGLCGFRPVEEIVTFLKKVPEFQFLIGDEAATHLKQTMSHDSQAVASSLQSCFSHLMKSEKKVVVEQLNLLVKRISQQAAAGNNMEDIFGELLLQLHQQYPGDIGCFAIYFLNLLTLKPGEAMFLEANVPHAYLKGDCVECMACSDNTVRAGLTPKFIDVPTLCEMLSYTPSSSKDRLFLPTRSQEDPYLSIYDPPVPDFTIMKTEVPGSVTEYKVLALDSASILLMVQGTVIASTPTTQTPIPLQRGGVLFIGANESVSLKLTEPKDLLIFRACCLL
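Technique: Diaphorase-driven resazurin-to-resorufin fluorescence, excitation 544, emission 590 nm | Assay system: Human PMI in coupled enzyme assay | Times: Enzyme reaction with compound 20 min at room temperature | Medium: HEPES-buffered pH 7.4 with magnesium and detergent | Reagent: Mannose-6-phosphate 1.0 mM (near-saturating) plus 0.22 mM NADP+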
TNAP act hiacc – activators of human TNAP at high phosphate acceptor concentration; AID 1136; activation factor at 20 µM; purified TNAP, CDP-star luminescence, 1 M DEA, 30 min; hits give high values; 0 = EDTA background, 1 = DMSO-only activity; 200,000 tested, under 10 active; P05186;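 active means activation factor at least 2 at 20 µM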
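system = human TNAP | amount = enzyme diluted 1/800 final | reagent = 100 µM CDP-star substrate | signal = luminescent substrate turnover signal | dosing = one dose, 20 µM | benchmarks = EDTA negative control, DMSO positive control | measure = activation factor | timing = 30 min reaction, room temperature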
TNAP inh hi DEA – TNAP (human) inhibition, high acceptor; purified TNAP, CDP-star luminescence, 1 M DEA; actives 0.03% (n = 200,000); AID 1135; inhibition, % at 20 µM;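 active means over 50% inhibition of tissue-nonspecific alkaline phosphatase at 20 µM in the single-dose screen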;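 further: plate controls were DMSO wells for no effect and EDTA-quenched wells as full inhibition for full effect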
bIAP inhibitor – blocks bovine intestinal alkaline phosphatase activity | purified bovine IAP, CDP-star luminescence, 30 min | inhibition, % at 20 µM | 190,000 tested, under 10 active;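 active means over 50% inhibition of intestinal alkaline phosphatase at 20 µM in the single-dose screen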
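System: purified bovine intestinal alkaline phosphatase (IAP) enzyme; Input: IAP diluted 1/65,000,000 in the well; Measured by: CDP-star luminescence signal; Compound dosing: 20 µM single dose; Incubation: 30 min reaction at room temperature.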
PMI activator – phosphomannose isomerase (human) activation. P34949. purified human PMI, coupled resazurin fluorescence, 20 min; hits give high values; 1 = vehicle control, 0 substrate-free wells. activation factor at 20 µM. actives 0.005% (n = 190,000). AID 1214;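 active means activation factor of 2 or more at 20 µM, relative to plate controls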
L major viab – reduces viability of Leishmania major promastigotes; inhibition, % at 10 µM; resazurin fluorescence viability; actives 9% (n = 200,000); AID 1063; in the data active means inhibition above about 50%;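 further: promastigotes grown with compound for 44 hours at 28 °C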
Active calls of the source: *; · = not tested or not shown. Compounds as they come. About 10% of those tested had a hit in this group.

(1) C=CCN(c1ccccc1)S(=O)(=O)c1cccc(C(=O)Oc2ccc3c(C)cc(=O)oc3c2)c1
(2) CCc1cc(C(=O)O)c(NC(=O)C(c2ccccc2)c2ccccc2)s1
(3) Cc1cccc(Cn2c(C)nc3c(N)c(C)c(C)cc32)c1
(4) Nc1[nH]nc2ncc3cc4ccccc4nc3c12
(5) O=C(NCCc1c[nH]c2ccccc12)C(=O)NCC1CCCO1 (stereo unspecified)
(6) Cc1nn(Cc2ccccc2Cl)c(C)c1NC(=O)CCCn1nc([N+](=O)[O-])c(Cl)c1C
(7) CCc1ccc(NC(=O)C(C)n2nc(C)c([N+](=O)[O-])c2C)cc1 (stereo unspecified)
(8) CC(/C=N/NC(=O)c1cc(-c2ccc3ccccc3c2)n[nH]1)=C\c1ccco1
assay / entry	1	2	3	4	5	6	7	8
Diaph act CS	0.8	0.8	0.9	0.5	1	0.9	0.9	0.9
bIAP activator	1	0.9	1.1	1.4	1	0.8	0.9	1
Diaph inh CS	22	18	7	55*	2	6	7	5
TNAP inh noacc	-8	-14	-8	-44	-9	-6	-15	-43
PMI act hi M6P	0.9	1.1	0.7	0.6	1	1	1.1	0.6
TNAP act hiacc	1.1	1	1	1	1	1	1.1	1
TNAP inh hi DEA	-8	-4	-1	2	-4	-4	-6	0
bIAP inhibitor	2	12	-15	-36	5	16	5	1
PMI activator	1	1	0.8	0.7	1	0.9	1.1	0.9
L major viab	-4	-2	32	3	-5	12	-6	15

(9) CN(C)C(=O)c1c(NC(=O)c2ccco2)sc2c1CCCCC2
(10) CC(C)Cc1nnc(NC(=O)CSc2nc(O)c(-c3ccccc3)c(=O)[nH]2)s1
(11) O=C(Nc1ccccc1O)c1cc(S(=O)(=O)N2CCOCC2)ccc1Cl
(12) O=C(O)CCCCCNc1ncnc2ccc(Br)cc12
(13) Cc1ccc(NC(=O)c2ccccc2OCC(=O)c2ccc(F)cc2)cc1
(14) COC(=O)C(Cc1ccccc1)N1CCS(=O)(=O)CC1 (stereo unspecified)
(15) O=C(c1cccc(F)c1)N1CCN(C(=O)c2cc(-c3ccc(Cl)cc3Cl)on2)CC1
(16) O=C1c2cccc3cccc(c23)C(=O)N1c1nncs1
assay / entry	9	10	11	12	13	14	15	16
Diaph act CS	0.9	0.9	0.8	0.9	0.9	1	0.9	0.9
bIAP activator	0.8	0.9	0.9	0.9	0.9	0.9	1	1
Diaph inh CS	11	11	15	9	7	1	14	8
TNAP inh noacc	-8	-7	-12	-7	-13	-3	-10	-6
PMI act hi M6P	0.9	1	0.9	1	1.1	1	0.9	1
TNAP act hiacc	1	1	1	1.1	1	1.1	1	1
TNAP inh hi DEA	-5	-1	-4	-6	-1	-7	-3	-3
bIAP inhibitor	21	7	9	8	7	8	2	0
PMI activator	0.9	1	0.9	1	1.1	1	0.9	1
L major viab	6	-11	-2	-2	21	6	4	-5

Rewritten as a markdown table: 15 of the compounds above
| No. | smiles | Diaph act CS | bIAP activator | Diaph inh CS | TNAP inh noacc | PMI act hi M6P | TNAP act hiacc | TNAP inh hi DEA | bIAP inhibitor | PMI activator | L major viab |
| --- | --- | --- | --- | --- | --- | --- | --- | --- | --- | --- | --- |
| 1 | C=CCN(c1ccccc1)S(=O)(=O)c1cccc(C(=O)Oc2ccc3c(C)cc(=O)oc3c2)c1 | 0.8 | 1 | 22 | -8 | 0.9 | 1.1 | -8 | 2 | 1 | -4 |
| 2 | CCc1cc(C(=O)O)c(NC(=O)C(c2ccccc2)c2ccccc2)s1 | 0.8 | 0.9 | 18 | -14 | 1.1 | 1 | -4 | 12 | 1 | -2 |
| 3 | Cc1cccc(Cn2c(C)nc3c(N)c(C)c(C)cc32)c1 | 0.9 | 1.1 | 7 | -8 | 0.7 | 1 | -1 | -15 | 0.8 | 32 |
| 4 | Nc1[nH]nc2ncc3cc4ccccc4nc3c12 | 0.5 | 1.4 | 55* | -44 | 0.6 | 1 | 2 | -36 | 0.7 | 3 |
| 5 | O=C(NCCc1c[nH]c2ccccc12)C(=O)NCC1CCCO1 (stereo unspecified) | 1 | 1 | 2 | -9 | 1 | 1 | -4 | 5 | 1 | -5 |
| 6 | Cc1nn(Cc2ccccc2Cl)c(C)c1NC(=O)CCCn1nc([N+](=O)[O-])c(Cl)c1C | 0.9 | 0.8 | 6 | -6 | 1 | 1 | -4 | 16 | 0.9 | 12 |
| 7 | CCc1ccc(NC(=O)C(C)n2nc(C)c([N+](=O)[O-])c2C)cc1 (stereo unspecified) | 0.9 | 0.9 | 7 | -15 | 1.1 | 1.1 | -6 | 5 | 1.1 | -6 |
| 8 | CC(/C=N/NC(=O)c1cc(-c2ccc3ccccc3c2)n[nH]1)=C\c1ccco1 | 0.9 | 1 | 5 | -43 | 0.6 | 1 | 0 | 1 | 0.9 | 15 |
| 9 | CN(C)C(=O)c1c(NC(=O)c2ccco2)sc2c1CCCCC2 | 0.9 | 0.8 | 11 | -8 | 0.9 | 1 | -5 | 21 | 0.9 | 6 |
| 10 | CC(C)Cc1nnc(NC(=O)CSc2nc(O)c(-c3ccccc3)c(=O)[nH]2)s1 | 0.9 | 0.9 | 11 | -7 | 1 | 1 | -1 | 7 | 1 | -11 |
| 11 | O=C(Nc1ccccc1O)c1cc(S(=O)(=O)N2CCOCC2)ccc1Cl | 0.8 | 0.9 | 15 | -12 | 0.9 | 1 | -4 | 9 | 0.9 | -2 |
| 12 | O=C(O)CCCCCNc1ncnc2ccc(Br)cc12 | 0.9 | 0.9 | 9 | -7 | 1 | 1.1 | -6 | 8 | 1 | -2 |
| 13 | Cc1ccc(NC(=O)c2ccccc2OCC(=O)c2ccc(F)cc2)cc1 | 0.9 | 0.9 | 7 | -13 | 1.1 | 1 | -1 | 7 | 1.1 | 21 |
| 14 | COC(=O)C(Cc1ccccc1)N1CCS(=O)(=O)CC1 (stereo unspecified) | 1 | 0.9 | 1 | -3 | 1 | 1.1 | -7 | 8 | 1 | 6 |
| 15 | O=C(c1cccc(F)c1)N1CCN(C(=O)c2cc(-c3ccc(Cl)cc3Cl)on2)CC1 | 0.9 | 1 | 14 | -10 | 0.9 | 1 | -3 | 2 | 0.9 | 4 |

(list continues)
(17) CC(C)OCCCNC(=O)c1ccc(Br)cc1
(18) Nc1ccc(S(=O)(=O)c2ccc(N)c(N)c2)cc1
(19) CC1CCCCN1S(=O)(=O)c1ccc(C(=O)Nc2ccccc2-c2nc3ccccc3s2)cc1 (stereo unspecified)
(20) CCOC(=O)C1=C(CC)Nc2ccccc2N=C1NC(=O)CCN1C(=O)C2CCCCC2C1=O (stereo unspecified)
(21) c1ccc2c(-c3csc(-c4ccncc4)n3)c[nH]c2c1
(22) COc1cc2c(cc1OC)C1(CCCC1)CNC2C (stereo unspecified)
(23) O=[N+]([O-])c1cc(C(F)(F)F)ccc1SCC(O)CO (stereo unspecified)
(24) CN(C)S(=O)(=O)N1CCN(c2cc(Cl)ccc2Cl)CC1
assay / entry	17	18	19	20	21	22	23	24
Diaph act CS	0.9	1.1	0.9	0.9	·	0.9	0.9	1
bIAP activator	1	1.3	1	1.1	1.1	0.6	1	1
Diaph inh CS	5	-6	8	7	·	11	8	3
TNAP inh noacc	-12	-14	-6	-8	-2	-11	-9	-11
PMI act hi M6P	1.1	1	0.9	1.1	·	1.1	0.8	1.1
TNAP act hiacc	1	1	1	1.1	1	1	1	1.1
TNAP inh hi DEA	-3	-2	0	-6	-1	-3	-5	-7
bIAP inhibitor	3	-30	-1	-7	-11	40	1	-2
PMI activator	1	1	1	1.1	·	1.1	0.9	1
L major viab	-4	0	1	-3	12	2	-1	-1

(25) COc1ccnc(Oc2ccccc2)c1C(=O)N/C=N/OCc1ccccc1F
(26) CN1CCc2c(sc3c2c(NCc2ccco2)nc2nnnn23)C1
(27) COc1ccc(C(=O)NCC(=O)N2CCCC(C)C2)cc1OC (stereo unspecified)
(28) Cc1cnc(C(=O)Nc2ccccc2-n2cccc2)cn1
(29) O=[N+]([O-])c1ccccc1/C=N/Nc1nc(N2CCCC2)nc(N2CCCC2)n1
(30) COc1cc(NS(=O)(=O)c2ccc(N/C=C\C(=O)c3ccc(OC)c(OC)c3)cc2)nc(OC)n1
(31) O=C(NC(=O)c1ccccc1)NC(=O)c1ccccc1
(32) O=C1OCCC1Sc1nc2ccccc2c(=O)n1Cc1ccc(F)cc1 (stereo unspecified)
assay / entry	25	26	27	28	29	30	31	32
Diaph act CS	0.9	1	1	0.9	1	1	1.1	0.9
bIAP activator	1.1	1	1.1	1	1	0.8	1	1
Diaph inh CS	11	-3	2	8	0	4	-9	12
TNAP inh noacc	-8	-10	-9	-10	-16	-1	-13	0
PMI act hi M6P	1	0.8	1.1	0.9	1	1.2	1.1	0.9
TNAP act hiacc	1	1	1	1.1	1.1	1	1.1	1
TNAP inh hi DEA	-5	0	-2	-5	-5	0	-8	1
bIAP inhibitor	-11	0	-5	-2	4	15	3	3
PMI activator	1	0.8	1.1	0.9	1	1.1	1	0.9
L major viab	17	15	-5	5	1	32	1	-7

(33) Cc1cc(S(=O)(=O)Nc2c(C)nc3nc[nH]n3c2=O)ccc1F
(34) COCCn1c(SCc2ccc(C(=O)OC)o2)nc2ccccc2c1=O
(35) CCOc1cc(C(=O)N(C)Cc2cc3ccccc3[nH]c2=O)cc(OCC)c1OCC
(36) O=C(CCC1CCCC1)N1CCN(C(=O)C2CC2)CC1
(37) Fc1ccccc1Nc1n[nH]c(=S)s1
(38) CCCCC(=O)Nc1cc(C)c2c(=O)oc3ccccc3c2n1
(39) CCOC(=O)c1ccc(NS(=O)(=O)c2ccc(SC)cc2)cc1
(40) CC(=O)c1cccc(NC(=O)NC(C)c2ccncc2)c1 (stereo unspecified)
assay / entry	33	34	35	36	37	38	39	40
Diaph act CS	0.8	1.1	1	0.9	0.6	0.9	0.8	1.1
bIAP activator	1.1	1.1	1	1.1	1	1	0.9	1
Diaph inh CS	24	-11	2	11	36	8	19	-12
TNAP inh noacc	-7	7	-8	-16	-4	-7	-10	-58
PMI act hi M6P	0.9	1	1	0.9	1	1	0.9	1
TNAP act hiacc	1	1	1	1	1	1	1	1
TNAP inh hi DEA	-4	-3	-1	-4	-2	-3	-2	-3
bIAP inhibitor	-9	-9	4	-7	4	-2	13	0
PMI activator	0.9	1	1	0.9	0.6	0.9	0.9	1
L major viab	0	35	-3	-3	-2	-2	-5	-7
